Screening results from PubChem BioAssay.
EPAC2 agonist = qHTS for Agonist of cAMP-regulated guanine nucleotide exchange factor 4 (EPAC2): primary screen | Rap guanine nucleotide exchange factor 4 (Homo sapiens), Q8WZA2 | EPAC2 activation, biochemical qHTS; response scale: 100% = 6.5 mM cAMP response | Potency, µM (titrated, usually from 154 µM), for the others: top-dose activation, hits mostly activators | 0.079% of 360,000 active | AID 720711, 2013; note: potency is the fitted concentration of half-maximal effect; nearly all actives have a fitted effect of over 50% in size
Target sequence (Q8WZA2 whole entry, looked up): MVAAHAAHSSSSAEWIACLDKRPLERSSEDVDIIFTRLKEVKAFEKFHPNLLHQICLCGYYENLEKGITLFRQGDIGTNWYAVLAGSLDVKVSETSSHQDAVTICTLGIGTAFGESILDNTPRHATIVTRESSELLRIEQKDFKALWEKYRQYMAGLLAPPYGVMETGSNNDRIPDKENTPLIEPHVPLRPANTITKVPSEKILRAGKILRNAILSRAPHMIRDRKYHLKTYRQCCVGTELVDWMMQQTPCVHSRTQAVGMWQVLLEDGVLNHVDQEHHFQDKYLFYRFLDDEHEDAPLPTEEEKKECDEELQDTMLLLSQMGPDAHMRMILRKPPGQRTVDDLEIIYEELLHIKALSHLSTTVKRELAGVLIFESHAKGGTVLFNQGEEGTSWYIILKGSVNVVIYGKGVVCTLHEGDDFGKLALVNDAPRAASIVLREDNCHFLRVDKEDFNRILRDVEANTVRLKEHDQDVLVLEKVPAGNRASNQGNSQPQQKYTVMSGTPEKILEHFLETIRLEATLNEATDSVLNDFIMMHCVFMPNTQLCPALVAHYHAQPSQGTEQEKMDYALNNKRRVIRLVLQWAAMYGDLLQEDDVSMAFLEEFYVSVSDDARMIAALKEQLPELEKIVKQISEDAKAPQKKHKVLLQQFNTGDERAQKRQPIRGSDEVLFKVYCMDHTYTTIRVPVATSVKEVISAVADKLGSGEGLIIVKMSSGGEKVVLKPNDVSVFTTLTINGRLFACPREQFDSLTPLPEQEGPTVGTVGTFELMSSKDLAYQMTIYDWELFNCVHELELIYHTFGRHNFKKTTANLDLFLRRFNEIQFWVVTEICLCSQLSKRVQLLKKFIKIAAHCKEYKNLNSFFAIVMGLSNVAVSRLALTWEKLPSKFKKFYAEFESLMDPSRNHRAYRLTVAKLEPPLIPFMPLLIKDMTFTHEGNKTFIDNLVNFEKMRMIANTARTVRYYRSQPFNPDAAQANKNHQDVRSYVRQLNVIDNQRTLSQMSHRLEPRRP
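Compounds were added across a concentration range to EPAC2 (100 nM), RAP1B-BODIPY-GDP (250 nM) and GDP (50 uM). After 5 min at room temperature, fluorescence was recorded at 5-min intervals for 30 min.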
Akt phos inh = HTS Assay for Inhibitors of Akt Phophorylation: Primary Screen; Neuro2A IGF-stimulated pAkt S473 HTRF, 20 min; stronger effect = lower value; activity change, % for hits at 50 µM; 0.32% of 360,000 active; AID 651550, 2012; in the data active = activity change below about -80%; inconclusive = mostly about -51% to -80%; note: % is set by controls: 0 for no effect and ±100 for the full control effect
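Single-point screen (50 µM final compound) in Neuro2A cells stimulated 20 min with 6 nM IGF at 37 deg C. After lysis, Ser473-phosphorylated Akt read by HTRF (ex 330 nm, em 615/665 nm) as the 665/615 ratio.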
Mm-Cpn inhibitor = Inhibitors of TCP-1 ring complex (TRiC) of Methanococcus maripaludis (MmCpn): qHTS; Chaperonin Mm-Cpn (Methanococcus maripaludis); purified Mm-Cpn ATPase, ADP Transcreener TR-FRET; Potency, µM (titrated, usually from 76.9 µM), without a hit: at the top dose activity, negative = inhibition, usual class: inhibitors; 0.031% of 330,000 active; note: potency is the fitted concentration of half-maximal effect; % is set by controls: 0 for no effect and ±100 for the full control effect; nearly all actives have a fitted effect of over 80% in size
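Purified archaeal chaperonin (25 nM final) was preincubated with compound for 10 min at 37°C, then ATP (10 uM final) was added for 30 min at 37°C in Tris pH 7.4/KCl/MgCl2/DTT buffer. ADP was quantified by HTRF Transcreener TR-FRET.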
EPAC2 antag = qHTS for Antagonist of cAMP-regulated guanine nucleotide exchange factor 2 (EPAC2): primary screen; Rap guanine nucleotide exchange factor 4 (Homo sapiens), Q8WZA2; EPAC2 GEF exchange of Rap1B-BODIPY-GDP, fluorescence; Potency, µM (doses to about 114 µM), without a hit: at the top dose activity, negative = inhibition, actives largely listed as inhibitors; 0.18% of 360,000 active; note: potency is the fitted concentration of half-maximal effect; % is set by controls: 0 for no effect and ±100 for the full control effect; nearly all actives have a fitted effect of over 45% in size; many of its hits are not listed in these tables
Nrf2 activator = qHTS of Nrf2 Activators; 0.31% of 410,000 active; Potency, µM (series often up to 46.1 µM), for the others: top-dose activation, most hits filed as activators; AREc32 ARE-luciferase reporter (MCF7-derived line), luminescence, 24 h; note: potency is the fitted concentration of half-maximal effect; % of control where 0% means no effect; nearly all actives have a fitted effect of over 65% in size
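ARE activation measured as luciferase luminescence (Steady-Glo, 30 min RT) in AREc32_Fluc cells after 24 hr compound exposure at 37 deg C, 5% CO2; cells seeded overnight at 1000/well in OPTI-MEM, 5% FBS.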
CCT chaperon mod = High-Throughput Screening for Modulators of Cytosolic Chaperonin Activity; purified chaperonin ATPase assay, HTRF ADP detection, 30 min; activity change, % (no concentration beside the values), hits read low; 0.3% of 360,000 active; AID 651819, 2012; in the data active = activity change below about -30%; note: % is set by controls: 0 for no effect and ±100 for the full control effect
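TRiC (40 or 20 nM final, by batch activity) in 30 mM Tris pH 7.4, 100 mM KCl, 5 mM MgCl2, 1 mM DTT was treated with compound at 76 uM single dose, then 10 uM ATP, 30 min at 37 °C. ADP was read by HTRF Transcreener.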
Nrf2 block = Nrf2 qHTS screen for inhibitors; A549 ARE-Fluc reporter, luciferase luminescence, 18-24 h; AID 504444, 2011; Potency, µM (series often up to 46 µM), for inactives: at the top dose activity change, negative = inhibition, actives largely listed as inhibitors; 2.1% of 360,000 active; note: potency is the fitted concentration of half-maximal effect; % is set by controls: 0 for no effect and ±100 for the full control effect; nearly all actives have a fitted effect of over 60% in size
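In this cell-based qHTS, ARE-driven firefly luciferase in A549 cells reports Nrf2 activity; the luminescent signal after BugLite lysis is the measured value, with a prior CellTiter-Fluor read for cell health.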
TGFb inhibitor = qHTS for Inhibitors of TGF-b. HepG2 CAGA-GFP TGF-b/SMAD3 reporter, GFP fluorescence, 18 h; TGF-beta stimulated, 500 pg/mL final. Potency, µM (series often up to 46.1 µM), without a hit: top-dose activity, negative = inhibition, hits mostly inhibitors. 1.2% of 410,000 active. AID 588855, 2011; note: potency is the fitted concentration of half-maximal effect; % is set by controls: 0 for no effect and ±100 for the full control effect; nearly all actives have a fitted effect of over 65% in size
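HEPG2 CAGA-GFP cells (1000/well, DMEM with 1% FBS) were pre-incubated 2 h at 37 degrees C, given compound by pin tool, then stimulated with TGF-beta at 500 pg/mL final for 18 h before per-cell GFP fluorescence imaging.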
A549 viability = Nrf2 qHTS screen for inhibitors: counterscreen for cytotoxicity; A549 ARE-Fluc cells, CellTiter-Fluor viability, 18-24 h; Potency, µM (highest dose often 46 µM), for inactives: top-dose activity change, negative = cytotoxicity, most hits filed as inhibitors; 0.16% of 390,000 active; note: potency is the fitted concentration of half-maximal effect; % is set by controls: 0 for no effect and ±100 for the full control effect
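Cytotoxicity counterscreen: CellTiter-Fluor fluorescence was measured in A549 ARE_Fluc cells after 18-24 h of compound exposure in a concentration series. The subsequent BugLite luminescent read reports ARE-luciferase activity.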
* hit, by the source's call; i = inactive; ? = inconclusive; nt = not tested or not shown; [ ] = dose if it differs, or a comment. Unless noted, calls come from the whole dose curve; as a rule, active = well fitted curve in the direction sought with a large enough effect; inconclusive = small, poorly fitted or top-dose-only effect, or another doubt; inactive = no such curve, though single readings can be large; an effect the other way counts as inactive or inconclusive. The list is partial (hit frequency here may not be typical).

1: COc1cc(C(=O)Nc2ccc(C(F)(F)F)cc2)ccc1OCC(=O)N1CCOCC1
2: CC1(C)C2([N+](=O)[O-])CN3CC1([N+](=O)[O-])CN(C2)C3c1ccccc1 (stereo not given)
3: COc1cccc(C2CC(=O)Nc3c2c(=O)[nH]c2nc4ccccc4n32)c1 (stereo not given)
4: CC1CN(CCC(=O)Nc2ccc3c(c2)CCC3)CC(C)O1 (stereo not given)
5: COCCCNC(=S)NNC(=S)Nc1ccc(OC)cc1
6: Cc1scc(C(=O)NNC(=S)NCC2CCCO2)c1C (stereo not given)
7: O=C(Nn1cnc2ccccc2c1=O)c1c(F)cccc1F
8: CCCCOC(=O)c1ccc(NC(=O)Nc2ccc(OC)c(OC)c2)cc1
9: Cc1ccc(C)c2[nH]c(=O)c(CN(CC3CCCO3)C(=O)NC3CCCCC3)cc12 (stereo not given)
10: Cc1ccc(N=C2c3ccccc3C(=O)C2[N+](=O)[O-])cc1C (stereo not given)

assay / entry,1,2,3,4,5,6,7,8,9,10
EPAC2 agonist,-20%,-2%,nt,8%,8%,7%,3%,-1%[15.6 µM],10%,3%
Akt phos inh,i,i,nt,i,i,i,i,nt,i,i
Mm-Cpn inhibitor,?,0%,nt,0%,0%,-1%,1%,-2%,1%,-2%
EPAC2 antag,-9%,0%,nt,5%,0%,0%,5%,-2%,12%,-4%
Nrf2 activator,2.7%,0.4%,-0.6%,0.0%,5.1%,-0.7%,-0.1%,-0.2%,0.2%,0.5%
CCT chaperon mod,-0.7,0.6,nt,0.0,-0.2,-1.9,-0.4,2.5,-2.2,-2.0
Nrf2 block,6%,nt,?,16%,3%,-17%,1%,-6%,-4%,12%
TGFb inhibitor,-7%,-6%,7%,1%,-15%,-11%,-22%,?,-11%,-3%
A549 viability,-5%,-10%,-2%,-1%,?,-1%,16%,0%,-17%,6%

11: CC1CCc2c(sc(/N=C/N(C)C)c2C#N)C1 (stereo not given)
12: O=C(Nc1ccc(C(=O)NCc2ccccc2)cc1)C1=CSCCO1
13: CCOC(=O)C1(C)CCN1C(=O)c1ccco1 (stereo not given)
14: O=C(COC(=O)c1cncc(Br)c1)NC1CC1
15: O=C(N/N=C/c1sc(N2CCOCC2)nc1-c1ccccc1)c1cccc(S(=O)(=O)N2CCOCC2)c1
16: NC(=S)n1[nH]c(-c2ccc([N+](=O)[O-])cc2)c(N=Nc2ccc(O)cc2)c1=O
17: CC1(C)CC(=O)C(C=NCCCn2ccnc2)=C(O)C1
18: CC1=C(C(=O)N(C(C)C)C(C)C)CC(CC(=O)NCCCN(C)C)C(=O)N1CCCN1CCCC1=O (stereo not given)
19: COc1ccccc1NC(=O)CCc1nc2ccccc2s1
20: Cc1c(C)c(C)c(CN2CCSCC2)c(C)c1C

assay / entry,11,12,13,14,15,16,17,18,19,20
EPAC2 agonist,1%,2%,12%,1%,4%,5%,7%,1%,-5%,10%
Akt phos inh,i,i,i,i,i,i,i,i,i,i
Mm-Cpn inhibitor,0%,-3%,nt,1%,-2%,0%,0%,nt,-1%,-3%
EPAC2 antag,?,2%,18%,1%,1%,-8%,-1%,2%,-2%,-21%
Nrf2 activator,3.7%,3.2%,-0.9%,0.1%,-0.8%,2.6%,-0.3%,0.6%,2.5%,-0.8%
CCT chaperon mod,-1.7,-0.4,-2.6,-2.4,-3.6,-2.6,-2.2,-1.4,-0.4,-1.9
Nrf2 block,?,0%,nt,1%,?,?,2%,nt,3%,9%
TGFb inhibitor,-8%,7%,1%,11%,-5%,-15%,17%,-17%,6%,7%
A549 viability,0%,-5%,nt,6%,?,-10%,-8%,nt,-7%,6%

Four entries from above in a different format:
Each structure is followed by: EPAC2 agonist	Akt phos inh	Mm-Cpn inhibitor	EPAC2 antag	Nrf2 activator	CCT chaperon mod	Nrf2 block	TGFb inhibitor	A549 viability
[13] CCOC(=O)C1(C)CCN1C(=O)c1ccco1 (stereo not given)
 : 12%	i	nt	18%	-0.9%	-2.6	nt	1%	nt
[11] CC1CCc2c(sc(/N=C/N(C)C)c2C#N)C1 (stereo not given)
 : 1%	i	0%	?	3.7%	-1.7	?	-8%	0%
[12] O=C(Nc1ccc(C(=O)NCc2ccccc2)cc1)C1=CSCCO1
 : 2%	i	-3%	2%	3.2%	-0.4	0%	7%	-5%
[15] O=C(N/N=C/c1sc(N2CCOCC2)nc1-c1ccccc1)c1cccc(S(=O)(=O)N2CCOCC2)c1
 : 4%	i	-2%	1%	-0.8%	-3.6	?	-5%	?

Next entries follow.
21: C/C(=N/NC(=O)C1COc2ccccc2O1)c1ccco1 (stereo not given)
22: O=C(CCl)NC(=O)NC12CC3CC(CC(C3)C1)C2
23: COC(=O)C(CC(=O)c1ccccc1)CC(=O)c1ccccc1
24: O=C(c1ccccc1)C1CC=CCC1C(=O)c1ccccc1 (stereo not given)
25: CCCCNc1c(-c2ccc(SC(C)CC)c(OC)c2)nc2ccc(C)cn12 (stereo not given)
26: Cc1cc(C)nc(N2CCC(C(=O)NNC(=O)Cc3ccccc3)CC2)n1
27: COc1ccc(-c2cc(Nc3ccccc3NC(=O)C(F)(F)F)n(CCC#N)n2)cc1
28: COc1ccc(CCNC(=O)c2ccc(N3CCCC3=O)cc2)cc1OC
29: COCCN(C(=O)COC(=O)COc1ccc(Cl)c(C)c1)c1c(N)n(Cc2ccccc2)c(=O)[nH]c1=O
30: CC(C)(C)OC(=O)N1CCC(c2c(C(=O)N3CCN(c4ncccn4)CC3)cnn2-c2ccc(F)cc2F)CC1

assay / entry,21,22,23,24,25,26,27,28,29,30
EPAC2 agonist,2%,5%,5%,27%,-11%,16%,10%,3%,0%,nt
Akt phos inh,i,i,i,i,i,i,i,i,i,nt
Mm-Cpn inhibitor,-1%,2%,-2%,nt,-7%,0%,1%,-1%,0%,nt
EPAC2 antag,-14%,10%,-9%,-14%,?,4%,-7%,6%,-6%,nt
Nrf2 activator,14%,0.7%[9.22 µM],3.3%,-0.4%,-5.4%,0.0%,0.3%,-0.6%,-0.1%,0.2%
CCT chaperon mod,-2.1,0.5,-12,0.6,-1.0,-1.9,-0.4,-32*,-1.1,nt
Nrf2 block,8%,4%,9%,-16%,?,4%,2%,-9%,8%,-2%
TGFb inhibitor,-4%,?,-1%,0%,?,4%,0%,-8%,0%,-16%
A549 viability,17%,1%,10%,7%,?,1%,11%,-4%,2%,7%

31: CCOc1cc(S(=O)(=O)n2cnc(C)c2)ccc1Cl
32: CC(C)Oc1ccc(C(=O)N(Cc2ccc(N(C)C)cc2)C2CCS(=O)(=O)C2)cc1 (stereo not given)
33: O=C(O)CCC(=O)Nc1ccc(-c2csc(Nc3cccc4ccccc34)n2)cc1
34: CC1CCCCC12NC(=O)N(CC(=O)OCc1ccc(Br)cc1)C2=O (stereo not given)
35: Cc1ccccc1C(=O)Nc1ccc2oc(-c3ccc(Cl)c(Cl)c3)nc2c1
36: COC(=O)c1cn(-c2ccc(F)cc2)c(=O)c2ccccc12
37: O=c1c2[nH]c3ccccc3c2ncn1Cc1ccccn1
38: CC(NC(=O)CC1CCCCC1)c1ccccc1 (stereo not given)
39: O=C(Nc1ccnn1C1CCN(C/C=C/c2ccccc2)CC1)C1CCCC1
40: C=CCNC(=O)c1c(N)n(-c2ccc3c(c2)OCO3)c2nc3ccccc3nc12

assay / entry,31,32,33,34,35,36,37,38,39,40
EPAC2 agonist,-2%,nt,8%,4%,nt,-8%,6%,12%,-5%,-3%
Akt phos inh,i,nt,i,i,nt,i,i,i,i,i
Mm-Cpn inhibitor,0%,nt,1%,1%,nt,-1%,-1%,1%,-4%,1%
EPAC2 antag,?,nt,1%,10%,nt,-21%,0%,10%,3%,1%
Nrf2 activator,4.1%,1.0%,0.0%,3.5%,-1.1%,2.7%,0.1%,-0.9%,3.0%,-0.8%
CCT chaperon mod,2.2,nt,0.4,-1.2,nt,1.1,2.1,-1.2,-0.5,-0.6
Nrf2 block,-1%,-9%,?,8%,-11%,1%,-6%,6%,?,-15%
TGFb inhibitor,1%,-5%,1%,-9%,15%,1%,-15%,?,-6%,5%
A549 viability,-6%,-5%,4%,7%,-1%,-2%,-4%,9%,-14%,-8%

41: O=C(NNC(=S)NC(=O)c1ccc(Br)cc1)c1ccc([N+](=O)[O-])cc1
42: COc1cccc(NC(=O)CN2CCC(NC(=O)c3ccccc3C)CC2)c1
43: C[C@H](CO)N1C[C@H](C)[C@H](CN(C)C(=O)C2CC2)OCc2cnnn2CCCC1=O
44: Nc1[nH]c(C(=O)c2ccccc2)c(-c2ccc(Cl)cc2)c1C(=O)NCCc1c[nH]c2ccccc12

assay / entry,41,42,43,44
EPAC2 agonist,6%,-5%,2%,19%
Akt phos inh,i,i,i,i
Mm-Cpn inhibitor,-7%,nt,nt,nt
EPAC2 antag,20%,-2%,10%,-6%
Nrf2 activator,2.6%,-0.9%,-0.8%,-2.7%
CCT chaperon mod,-4.3,-0.8,-0.8,-6.5
Nrf2 block,21µM*,nt,nt,nt
TGFb inhibitor,0%,-13%,4%,nt
A549 viability,-2%,nt,nt,nt
